Screens as filed in PubChem.
3CLpro inhibitor: SARS-CoV 3CLpro protease inhibition. recombinant SARS-CoV 3CLpro, quenched FRET peptide cleavage. P0C6X7. inhibition, % at 6 µM. 290,000 compounds, 0.14% hits. AID 1706; in the data active means inhibition above about 12%
Anthrax LF inh2: blocks Bacillus anthracis lethal factor protease. P15917. multiplex microsphere protease cleavage assay, LF. inhibition, % at 10 µM. 360,000 compounds, 0.12% hits; further: plate controls were buffer without enzyme for full effect and enzyme alone for no effect
Y pestis TopoI: blocks Yersinia pestis topoisomerase I activity; Y. pestis Topo-I cleavage product accumulation, plate reader; activity, % at 10 µM; 360,000 compounds, 0.064% hits; AID 504884; in the data active means activity above about 50%, passing the limit was not always enough; inconclusive means no clear call, values can overlap the other calls; further: inactives centre near 2
PfHsp40 yeast: restores yeast growth despite PfHsp40 toxicity. S. cerevisiae expressing PfHsp40, growth rescue, ATP luminescence. growth rescue, % at 12.5 µM. 340,000 compounds, 0.68% hits. AID 504582; in the data active means growth rescue above about 28%, passing the limit was not always enough; inconclusive means no clear call, values can overlap the other calls;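 further: yeast W303a lacking pdr1 and pdr3 grown in galactose medium; growth measured after three days at 30 °C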
BoNT-A LC inh2: BoNT A light chain protease inhibition; multiplex microsphere protease substrate cleavage, flow cytometry; inhibition, % at 10 µM; 360,000 compounds, 0.17% hits; further: plate controls were buffer without enzyme for full effect and enzyme alone for no effect
VHR inh abs: DUSP3 (human) phosphatase inhibition; P51452; recombinant VHR phosphatase, pNPP absorbance; inhibition, % at 13.3 µM; 290,000 compounds, 0.52% hits; AID 1654; in the data active means inhibition above about 50%; further: some compounds called inactive have numbers as strong as hits
TcdB inh: TcdB glycohydrolase inhibition | P18177 | TcdB glycohydrolase enzymatic assay, plate reader | inhibition, % at 9.99 µM | 350,000 compounds, 0.24% hits; in the data active means inhibition above about 10%
PriA SSB inh: K. pneumoniae PriA-SSBct interaction inhibition. AID 1272365. AlphaScreen SSBct-PriA binding, biotinylated peptide. inhibition, % at 33 µM. 430,000 compounds, 0.6% hits; in the data active means inhibition mostly above about 37%, no sharp cut-off; inactive means mostly below about 20%;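 further: plate controls were negative control peptide for no effect and reference peptide for full effect; strong numbers were not always called active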
BH1578 lux ind: induces V. cholerae light production without autoinducers; 350,000 compounds, 0.16% hits; AID 588436; activation, % at 18.7 µM; V. cholerae BH1578 lux reporter, luminescence, 6 h; in the data active means activation mostly above about 9.7%, no sharp cut-off; inconclusive means no clear call, values can overlap the other calls; inactive means mostly below about 3.7%; further: not every result past the cut was called active; inactives centre near 0; reference of the scale not given here
CCHF vOTU inh: CCHFV vOTU protease inhibition; Pep-AMC fluorescence; inhibition, % at 11.5 µM; 370,000 compounds, 0.55% hits; in the data active means inhibition above about 30%; further: 0% = vehicle wells with enzyme and 100% = no enzyme wells
* = called active by the depositor; i = inactive; ? = inconclusive; · = not tested or not shown; & = joins results of further samples. Unless noted, no stated cut-off is given here; in the data, active means inhibition above about 30%; inconclusive means no clear call, values can overlap the other calls; inactive means below that. These rows are one share of the data; count on the stated rates, not on these rows.

Preview, two compounds:
SMILES | 3CLpro inhibitor | Anthrax LF inh2 | Y pestis TopoI | PfHsp40 yeast | BoNT-A LC inh2 | VHR inh abs | TcdB inh | PriA SSB inh | BH1578 lux ind | CCHF vOTU inh
COc1cc(/C=N/NC(=O)c2ccc(CSc3nncn3C)cc2)ccc1OCC(=O)N1CC(C)OC(C)C1 (configuration not stated) | 0.8 | 0.3 | 11.2 | -1.1 | -0.7 | 22.3 | 0.1 | · | -0.9 | -5.2
CCN1C(=O)c2cccc3c(NC(=O)c4ccc5c(c4)OCCO5)ccc1c23 | -7.0 | -1.2 | -2.4 | 1.3 | 0.2 | 21.6 | · | 4.3 | i | 8.5

All compounds of this part (from the top)
SMILES | 3CLpro inhibitor | Anthrax LF inh2 | Y pestis TopoI | PfHsp40 yeast | BoNT-A LC inh2 | VHR inh abs | TcdB inh | PriA SSB inh | BH1578 lux ind | CCHF vOTU inh
COc1cc(/C=N/NC(=O)c2ccc(CSc3nncn3C)cc2)ccc1OCC(=O)N1CC(C)OC(C)C1 (configuration not stated) | 0.8 | 0.3 | 11.2 | -1.1 | -0.7 | 22.3 | 0.1 | · | -0.9 | -5.2
CCN1C(=O)c2cccc3c(NC(=O)c4ccc5c(c4)OCCO5)ccc1c23 | -7.0 | -1.2 | -2.4 | 1.3 | 0.2 | 21.6 | · | 4.3 | i | 8.5
O=C(C[C@H]1C(=O)N(Cc2cccnc2)C[C@@H]1Cc1ccccc1)Nc1ccc(Br)cc1 | · | 5.3 | 22.2 | · | 0.4 | · | 1.8 | · | -0.4 | -2.1
CC(C(=O)NC1C=CS(=O)(=O)C1)N1C(=O)/C(=C/c2ccc(Cl)cc2)SC1=S (configuration not stated) | 7.8 | 0.6 | 0.3 | -0.4 | 0.2 | -22.1 | 1.4 | 12.4 | -0.3 | 11.9
COC1C(CO)OC(n2cnc3c(=S)nc(N)[nH]c32)C1O (configuration not stated) | · | -1.6 | 0.4 | 0.8 | -0.7 | · | 2.2 | -12.7 | i | -9.2
CC(C)C[C@@H](CNCC(=O)[C@H](CC(=O)O)NC(=O)c1[nH]cnc1C(=O)N[C@H](CN)CC(C)C)NC(=O)c1nc[nH]c1C(=O)N[C@@H](Cc1ccccc1)C(=O)O | · | -6.5 | 4.6 | -0.3 | 0.8 | · | -0.2 | -0.6 | 0.2 | 2.4
COc1ccc(-c2cnc(N)n2CC2CCCO2)cc1 (configuration not stated) | 1.9 | -27.2 | 0.0 | 0.6 | -0.6 | 28.4 | · | 11.0 | 6.0 | 9.9
Oc1ccc(CCNc2c3ccccc3nc3ccccc23)cc1O | -5.6 | -18.2 | -25.7 | 1.4 | -1.9 | -7.8 | 5.8 | 8.2 | -1.3 | -49.3
O=C(Nc1ccccc1)OCCNC(=O)c1cccc(Br)c1 | 2.5 | -21.5 | 9.5 | -0.3 | 0.0 | · | -1.1 | -6.0 | 0.8 | -2.9
O=C(CN1CCC(n2nnc3cc(C(F)(F)F)ccc32)CC1)NNC(=O)c1ccco1 | -0.5 | -1.6 | 1.2 | 0.1 | -0.4 | 12.0 | 0.3 | -17.8 | -0.2 | -6.8
O=C(O)C1CCCN1C(=O)c1cccs1 (configuration not stated) | -1.2 | -0.5 | -3.3 | -0.3 | 0.1 | 31.3 | 1.3 | -6.6 | i | 2.5
COc1ccc(NCN2C(=O)C3C4C=CC(C4)C3C2=O)cc1 (configuration not stated) | 3.6 | -1.4 | 3.0 | -2.2 | -0.6 | 3.4 | 3.3 | -3.0 | -0.1 | -12.2
[O-]/[N+](=C/c1ccco1)c1ccccc1 | -3.2 | 1.0 | 1.4 | -0.9 | 2.4 | 2.8 | 0.6 | -11.7 | i | -2.0
CCN(CC(=O)NCc1ccncc1)S(=O)(=O)c1ccccc1 | -8.7 | -7.3 | 4.4 | -0.2 | 2.0 | 30.5 | 1.1 | -4.3 | i | -4.4
Cc1ccc(-n2c(CCc3nc4ccccc4[nH]3)n[nH]c2=S)cc1 | 2.3 | 1.5 | 7.8 | -0.2 | -0.5 | 26.1 | 1.4 | -7.1 | -0.2 | -9.2
CC(/C=C1\SC(=S)N(NS(=O)(=O)c2ccccc2)C1=O)=C\c1ccccc1 | -0.5 | -4.5 | -0.1 | 0.5 | -0.6 | 9.3 | 0.1 | 0.7 | -0.2 | 8.6
C[C@@H]1CN([C@@H](C)CO)C(=O)c2cc(NC(=O)C3CC3)ccc2O[C@@H]1CN(C)C(=O)NC1CCCCC1 | · | -7.6 | 15.5 | 2.0 | -0.5 | · | 0.9&-3.8 | -8.2 | -0.3 | 14.4
O=C(N/N=C\c1ccc(-c2ccc([N+](=O)[O-])cc2)o1)C1COc2ccccc2O1 (configuration not stated) | -4.7 | 13.4 | -23.2 | 2.7 | 21.7 | -54.9 | -0.3 | · | -0.2 | 8.0
COc1ccc2cc3cc(C(=O)NCC4COc5ccccc5O4)oc3nc2c1 (configuration not stated) | -2.0 | 4.7 | -7.4 | 2.3 | -0.9 | 47.0 | · | -7.9 | · | -129.3
NNC(N)=O | · | 8.0 | -6.2 | -1.2 | -0.7 | · | 2.4 | -19.3 | -0.1 | -4.6
CCCC(=O)Nc1ccc(C(=O)Nc2nnc(COC)s2)cc1 | -2.1 | -6.0 | 0.7 | 2.1 | 0.6 | 13.7 | · | -6.4 | -0.4 | -4.2
Cc1cccc(N(C)C(=O)CCS(=O)(=O)c2cc3c(cc2Cl)NC(=O)CO3)c1 | -4.5 | -11.8 | 3.4 | -0.7 | -0.2 | 5.5 | 5.2 | -7.7 | -0.2 | -2.4
COc1ccc(NCc2nnc(SCC(=O)Nc3nc(-c4ccccc4)cs3)n2-c2ccccc2)cc1 | 0.2 | 1.1 | 2.4 | -0.6 | -0.5 | 1.0 | 0.5 | -21.4 | -0.4 | 2.8
COc1ccc(NC(=O)CN(C)C(=O)c2ccc(NS(=O)(=O)c3ccc(C)c([N+](=O)[O-])c3)cc2)cc1 | · | -37.8 | -8.7 | -0.7 | -179.8 | · | 1.2 | -4.4 | i | 7.9
O=C(CCCCCNc1nc(=S)[nH]c2ccccc12)NCCc1ccc(Cl)cc1 | -1.1 | -0.9 | -6.3 | 1.5 | -0.4 | 21.8 | 0.9 | 1.2 | -0.8 | 13.1
COc1ccc2[nH]c(C(=O)O)c(NS(=O)(=O)c3ccc(OC)c(OC)c3)c2c1 | 0.5 | -0.3 | -7.2 | -0.2 | -0.1 | 26.7 | · | 10.9 | i | 7.5
NNC(=O)C1=NOC(CNc2ncc(C(F)(F)F)cc2Cl)C1 (configuration not stated) | -3.4 | -4.0 | -5.7 | -0.9 | 0.5 | 2.0 | · | -19.6 | 4.6 | 2.3
Cc1cc(C)cc(NC(=O)CCNS(=O)(=O)c2cc(Br)cnc2N)c1 | -1.1 | 1.5 | 5.7 | -2.0 | -0.9 | -9.0 | 0.4 | 4.9 | -1.3 | 19.5
O=C(N/N=C/c1ccccc1Cl)c1cccc(F)c1 | 4.7 | -3.0 | -6.4 | 0.6 | -2.6 | 13.6 | · | · | 0.1 | -2.1
COc1ccc(C(=O)OCC(=O)N2CCOCC2)cc1S(=O)(=O)N1CCOCC1 | · | 4.2 | -1.3 | -2.1 | 1.0 | · | 1.7 | -3.8 | -0.6 | 6.5
O=C(O)CCCCCN=Cc1c(O)c2ccccc2oc1=O | 2.8 | -4.7 | -11.1 | 0.0 | 0.6 | -9.8 | 0.8 | -5.0 | -0.3 | -11.0
O=C(O)C1CCCCN1c1ccccc1[N+](=O)[O-] (configuration not stated) | · | 3.9 | · | · | 1.2 | · | -0.2 | · | · | -0.6
C=CC(COCc1ccccc1)N(Cc1ccccc1)S(=O)(=O)c1ccccc1Br (configuration not stated) | · | -5.6 | 32.9 | 6.0 | -2.6 | 22.0 | · | -26.9 | -1.0 | 1.0
COc1ccc(-c2cc(C#N)nc(N3CCNCC3)n2)cc1 | 6.5 | -6.3 | -7.2 | 1.0 | -5.5 | 24.3 | · | 19.8 | -0.3 | 8.1
CCOc1ccc(NC(=O)COC(=O)CSCC(=O)Nc2ccc(C)cc2C)cc1 | · | 0.5 | 16.5 | 0.9 | 1.8 | · | 0.5 | -0.5 | -2.0 | 4.9
COc1cccc(NC(=O)c2ccc(N3C(=O)C4CCC(C)CC4C3=O)cc2)c1 (configuration not stated) | 0.6 | -2.9 | -9.8 | -1.3 | -0.5 | -7.2 | -0.8 | -1.4 | 0.1 | 3.1
Cc1cc2ncn(C(=O)c3c(-c4c(Cl)cccc4Cl)noc3C)c2cc1C | 2.2 | 0.3 | 8.1 | -0.4 | 0.1 | 17.2 | · | 3.0 | i | -0.1
O=C(CSc1nc(C2CC2)nc2ccccc12)N1c2ccccc2Sc2ccccc21 | 1.1 | -0.7 | 1.5 | -0.9 | 2.1 | 12.7 | · | 8.8 | i | 10.9
COC(=O)C1=CN(Cc2ccc(C)cc2)C=C(C(=O)OC)C1c1cc(OC)c(OC)c(OC)c1 | 0.7 | 7.7 | 42.6 | 0.4 | -3.6 | 13.6 | 0.9 | -23.4 | -1.2 | -50.1
Cc1ccccc1-c1ncc(CN2CCN(C3CCCCC3)C(CCO)C2)cn1 (configuration not stated) | 3.6 | 1.9 | 2.1 | 0.6 | -0.1 | -5.2 | -0.3 | -2.8 | i | -6.3
COc1ccc(CCN/C=C2/CC(=O)NC2=O)cc1OC | -1.4 | 0.2 | -0.4 | -0.2 | -1.0 | 3.6 | · | 1.8 | i | 7.3
Cc1nc2ccc(NC(=O)COc3ccccc3C)cc2s1 | -2.5 | -3.6 | 19.5 | 0.1 | 0.2 | 15.5 | 1.9 | -12.0 | -1.4 | -8.1
CCN(CCC(=O)Nc1cc([N+](=O)[O-])ccc1OC)Cc1ccccc1 | 3.5 | -1.8 | 8.9 | 0.4 | -0.2 | -8.4 | · | 5.9 | -0.2 | -2.9
O=C(CCc1ccccc1)N1CCCC1 | -3.0 | 0.5 | -0.1 | -0.7 | -4.9 | 20.7 | 1.3 | -5.7 | -0.6 | -3.0
CCCCCCCCCCS(=O)(=O)N/N=C/c1ccc([N+](=O)[O-])cc1 | -1.5 | -11.4 | 6.5 | 11.1 | ? | 12.9 | 1.6 | · | 0.8 | 25.0
CC(C)C[C@H](N)c1nnc(SCC(=O)Nc2ccc(Br)cc2)o1 | 5.2 | -2.8 | 6.1 | -1.3 | -1.3 | 7.1 | 0.9 | 5.4 | -0.3 | 4.4
COc1ccc(-n2c(=O)[nH]cc(C(=O)N3CCc4ccccc43)c2=O)cc1 | 3.4 | -3.1 | -3.3 | -0.3 | -1.1 | 17.8 | -0.1 | -9.2 | i | -10.9
COCCNC(=O)c1onc(CSc2ccccn2)c1C(=O)NCCOC | · | -8.8 | 4.2 | -1.7 | -0.1 | · | -0.5 | -15.5 | i | -2.7
Cc1ccc(C)c(NC(=O)Cc2csc(-c3ccccc3)n2)c1 | -7.6 | -0.9 | 8.5 | -1.8 | 0.0 | -6.7 | · | 3.3 | -0.1 | -5.7
O=C(CN1C(=O)c2ccccc2C1=O)NC1CCCCC1 | 7.6 | 2.0 | 4.7 | 13.5 | -0.3 | 19.2 | 1.2 | 3.7 | i | 1.4
Cc1cc(NC(=O)c2cccc(Oc3ccccc3)c2)n[nH]1 | 0.0 | -3.9 | -6.3 | 1.2 | -0.9 | 21.7 | 2.5 | 5.1 | -0.3 | 8.2
COc1ccccc1C(=O)Nc1nc2ccc(S(C)(=O)=O)cc2s1 | -4.1 | -2.5 | 2.6 | 2.0 | -0.9 | 17.8 | · | -14.6 | -0.4 | -12.6
O=C(NCC1CCCCC1)C1CCC(=O)N(CCc2cccc(F)c2)C1 (configuration not stated) | -3.3 | 0.5 | 7.0 | 2.0 | 0.8 | 5.3 | -1.3 | 1.1 | -0.6 | -7.7
Cc1ccccc1CNS(=O)(=O)c1csc(C(N)=O)c1 | 3.2 | 1.9 | -4.1 | -0.5 | 0.0 | 55.5* | 0.1 | -3.2 | -0.4 | 0.8
